# Autophagy mod: modulators of autophagy; 190,000 compounds, 0.98% hits; calls only at 10 µM (by protocol); MEF GFP-LC3 puncta imaging; test concentration mostly 10 µM;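 active means percentage of spot-positive cells more than 3 SD above its plate mean, without a fluorescence outlier flag or 80% toxicity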;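 further: spot-positive cell cutoff set from DMSO-treated cells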
# PMI inhibition: MPI inhibition at elevated mannose 6-phosphate – biochemical, fluorescence intensity, high mannose 6-phosphate, primary screen (AID 1220). recombinant PMI enzyme, coupled fluorescence intensity; higher % means a stronger effect. inhibition, % at 20 µM, or IC50 in µM where a hit was titrated. 190,000 compounds, 0.66% hits
# Insulin prom up: MIN6 insulin promoter up-regulation. MIN6 insulin promoter-GFP reporter, high-content imaging; hits give high values. z-score at 5 µM. 190,000 compounds, 0.3% hits;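 active means z-score above 3 at 5 µM with at least 500 cells counted in the well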
# TNAP activation fold: human TNAP enzyme activators, primary screen, biochemical, luminescent, no phosphate acceptor, uHTS (AID 1001); purified TNAP, luminescent activation assay, no phosphate acceptor; higher activation fold means a stronger effect; activation fold at 20 µM, or EC50 in µM where a hit was titrated; 200,000 compounds, 0.03% hits; in the data active means activation fold from about 3, or a potency from the dose series; inactive means the rest, 99 in 100 with activation fold below about 1.6; further: many of its hits are not listed in these tables
# T cell HTS: modulates CD8 T cell binding to vesicles. 2C CD8+ T cell-vesicle binding, flow cytometry; hits give low values. calls only at 7 µM. 330,000 compounds, 0.068% hits. AID 2052;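 active means response, share of CD8 T cells binding vesicles, and their 90th percentile fluorescence all below set limits, cut at about 80% in these data, passing the limit was not always enough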
#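 Benchmarks: naked versus QL9-loaded vesicles / Assay system: purified 2C TCR transgenic mouse naive CD8+ T cells / Technique: high-throughput flow cytometry with anti-B7-1 and anti-CD8 staining / Timing: Cell–vesicle co-incubation 1.5 h at 37 °C, staining 20 min on ice / Read-out: percent CD8+ FL2 mean versus row control / Probe or stimulus: QL9-loaded Drosophila micro-vesicles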
# Lipid droplet: modulators of hepatic lipid droplet formation. inhibition, % at 6.5 µM. 240,000 compounds, 0.4% hits. AML12 mouse hepatocytes, oleate lipid droplets, BODIPY imaging;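 active means lipid droplet intensity inhibited by at least 50%, with more than 500 cells counted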
#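 Test system: AML12 hepatocytes (mouse); reagent: oleate loading, 100 µM; dosing: one dose, 6.5 µM compound; incubation: overnight exposure; signal: fluorescence imaging, 20x objective, two fields per well; read-out basis: % inhibition of corrected integrated BODIPY droplet signal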
# PMI inhibitors: MPI enzyme activity inhibition – biochemical, fluorescence intensity, coupled assay, primary screen (AID 1209) | purified PMI enzyme, coupled fluorescence intensity; higher % means a stronger effect | inhibition, % at 20 µM; hits with a dose series show IC50 in µM | 190,000 compounds, 0.42% hits;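 further: plate controls were DMSO vehicle for no effect and wells lacking substrate for full effect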
# MT stabilizer: microtubule stabilization, imaging screen. HeLa tubulin immunostaining HCS, 24 h; share of cells brighter than vehicle mean+2SD. % tubulin-high responders, % at 10 µM. 200,000 compounds, 0.83% hits;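 active means plate Z-score above 3 for both tubulin-high and condensed-nucleus cell shares, with cell loss under 80%, at 10 µM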;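 further: anti alpha tubulin signal scored within the nucleus-defined area of each cell; some results filed as inactive read as strong as hits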
# b-catenin transl: beta-catenin nuclear translocation modulation; nuclear translocation activity, % at 5 µM; 190,000 compounds, 0.3% hits; HeLa beta-catenin nuclear translocation, immunofluorescence imaging;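 active means nuclear translocation activity above 50% at 5 µM, with a well cell count of 50 or more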;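 further: per-cell ratio of nuclear to cytoplasmic median beta-catenin stain intensity; plate controls were DMSO negative control for no effect and GSK-3 inhibitor IX positive control for full effect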
#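 System: Human HeLa cells, endogenous beta-catenin | Compound dosing: 5 µM primary, 0.02–20 µM confirmation | Timing: 24 h compound exposure at 37°C, 5% CO2 | Measured by: Fluorescence imaging of beta-catenin antibody stain plus DAPI | Read-out basis: % activation of per-cell nuclear versus cytoplasmic median beta-catenin signal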
# Insulin prom up cell count: recorded beside Insulin prom up, whose call it bears; cell count; measured here: cytotoxicity, nuclei count;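 total cells summed across four imaged fields per well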
# Lipid droplet cells 6.5 µM: further read-out of Lipid droplet, marked with its call; cell count; measured here: cell count, cytotoxicity flag;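 cells counted across two imaged fields per well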
# b-catenin transl cell count 5 µM: also measured in b-catenin transl; calls as there; cell count; measured here: cell count, cytotoxicity flag
# T cell HTS vesicle-bound %: also measured in T cell HTS; calls as there; double positive events, %; measured here: CD8+ vesicle-bound cell fraction;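 binding gate set so that unloaded-vesicle control wells show 10% double positive cells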
# MT stabilizer Hoechst-high %: second read-out of MT stabilizer, no call of its own (marks repeat the call); % Hoechst-high responders; measured here: nuclear condensation Hoechst responders;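 share of cells brighter than vehicle mean plus two SD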
# MT stabilizer cytotoxicity %: recorded beside MT stabilizer, whose call it bears; toxicity, %; measured here: cytotoxicity by cell density;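 0% = mean cell density of plate MIN control wells and 100% = no cells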
# Autophagy mod cell loss 18 h: recorded beside Autophagy mod, whose call it bears; toxicity, %; measured here: cell loss, nuclei count;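 cell loss after 18 h compound exposure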
# Numbers without * were called inactive; i = inactive; / = not tested or not shown; & = joins results of further samples. Unless noted, no stated cut-off is given here; in the data, active means inhibition above about 50%; inactive means the rest.
SMILES,Autophagy mod,Autophagy mod cell loss 18 h,PMI inhibition,Insulin prom up,Insulin prom up cell count,TNAP activation fold,T cell HTS,T cell HTS vesicle-bound %,Lipid droplet,Lipid droplet cells 6.5 µM,PMI inhibitors,MT stabilizer,MT stabilizer Hoechst-high %,MT stabilizer cytotoxicity %,b-catenin transl,b-catenin transl cell count 5 µM
COc1ccc(OC)c(N/C(C)=C/C(=O)c2ccc(C)o2)c1,i,9,12%,-0.32,1245,1.1,i,27,-7,693,14%,3.8,1.8,4.6,/,/
C=CCn1c(COc2ccccc2-c2ccccc2)nnc1SCC(=O)NC(=O)NCc1ccco1,i,33,0%,0.3,958,1,i,50,-10,758,8%,1.8,1.4,3.2,0.9,1046
CC(C)CC(=O)Nc1ccc2ccccc2c1,i,3,-2%,-0.19&0.51,1329&1622,1.1,i,23,3&-8,767&690,-4%,4.9,2.4,6.7,0.8&-2.7,1120&1062
Cc1c(C(=O)NCCSCc2cccc(C(F)(F)F)c2)cnn1-c1ccc(Cl)cc1,/,/,/,-0.49,1434,/,i,35,2,735,/,/,/,/,1.2,1260
COc1ccc(C(=O)Nc2ccc(N3CCN(C(=O)c4ccccc4)CC3)cc2)cc1[N+](=O)[O-],i,5,4%,0.06,1492,1,i,5,-23,731,1%,3.4,1.4,17,-1.0,861
CC1CCN(c2nc3ccccc3n2CC(=O)c2ccccc2)CC1,i,8,1%,0.59,1221,1.1,i,18,-11,638,-1%,2.2,1.7,4.7,3.8,1004
Cc1ccc(-n2c(SCC(=O)Nc3ccc4c(c3)OCO4)nnc2-c2cccs2)cc1,i,-10,6%,0.06,1285,1,i,58,-5,704,5%,3.9,1.3,70,1.1,1041
Cc1ccsc1-c1nc(CSCC(=O)N2CCN(c3ccccc3)CC2)c(C)o1,i,4,11%,0.46,829,1.2,i,35,/,/,10%,6.6,3.6,1.9,/,/
COc1ccc(C(=O)n2nc(C)c(Br)c2C)cc1,i,1,-2%,-0.33,1127,1.1,i,20,/,/,4%,3.7,1.9,5.2,2.0,672
COc1cccc(-c2nc(CSCC(=O)NCC3CCCO3)c(C)o2)c1 (stereo not given),i,-9,-6%,0.13,1517,1.2,i,42,/,/,-3%,5.8,3.5,7.7,-1.7,952
COc1ccccc1NC(=O)CN(c1ccc([N+](=O)[O-])cc1)S(=O)(=O)c1ccccc1,i,8,18%,-0.28,1449,1,i,8,-16,627,23%,1.9,2.0,13,1.0,1009
CC1SCC(=O)N(CC(=O)NCc2ccccc2)C1=O (stereo not given),i,-2,-1%,-0.54,1417,1,i,55,-6,618,6%,2.2,2.1,8.0,0.1,1087
COc1ccc(NC(=O)c2ccc(CNc3c(NC4CCCCC4)c(=O)c3=O)cc2)c(OC)c1,i,4,20%,0.23,875,1.2,i,8,/,/,14%,5.6,2.5,9.9,5.1,1181
O=C(Cc1ccccc1)Nc1ccccc1C(=O)O,i,-10,-7%,1.9,827,1.2,i,13,/,/,-3%,2.3,1.4,8.8,/,/
O=C1c2cccc([N+](=O)[O-])c2C(=O)N1CCO,i,-4,3%,-0.14,1192,1.1,i,54,-1,724,-1%,3.8,2.3,6.6,/,/

# Some entries already given with just PMI inhibition:
mol	PMI inhibition
Cc1ccsc1-c1nc(CSCC(=O)N2CCN(c3ccccc3)CC2)c(C)o1	11%
COc1ccc(C(=O)n2nc(C)c(Br)c2C)cc1	-2%
COc1cccc(-c2nc(CSCC(=O)NCC3CCCO3)c(C)o2)c1 (stereo not given)	-6%

# Continued.
SMILES,Autophagy mod,Autophagy mod cell loss 18 h,PMI inhibition,Insulin prom up,Insulin prom up cell count,TNAP activation fold,T cell HTS,T cell HTS vesicle-bound %,Lipid droplet,Lipid droplet cells 6.5 µM,PMI inhibitors,MT stabilizer,MT stabilizer Hoechst-high %,MT stabilizer cytotoxicity %,b-catenin transl,b-catenin transl cell count 5 µM
CCc1cccc(CC)c1NC(=O)COC(=O)c1cccc(-c2ccc(OC(C)=O)cc2)c1,i,11,-10%,-0.09,1561,1.2,i,32,-18,580,0%,5.3,1.6,8.3,0.2,1075
COc1ccc(N2C(=O)CC(N(CCc3ccccc3)C(=O)c3ccccc3)C2=O)cc1 (stereo not given),/,/,/,-0.15,1113,/,i,18,-1,731,/,/,/,/,0.9,1254
CSCC[C@H](NC(=O)OC(C)(C)C)c1nnc(SCC(=O)Nc2ccc(C)cc2C)o1,i,-40,3%,-0.71,1388,1.2,i,46,/,/,5%,3.5,2.6,0.9,-1.7,958
NC(=O)C[C@@H]1N[C@]2(C(=O)Nc3ccccc32)[C@@H]2C(=O)N(c3cc(C(F)(F)F)ccc3Cl)C(=O)[C@H]12,i,31,4%,-0.2,1561,1.1,i,51,/,/,1%,4.8,1.5,18,-1.4,955
O=C(c1cc(-c2ccc(Cl)cc2)on1)N1CCOCC1,i,2,11%,1.9,1173,1.1,i,18,-6,679,10%,2.3,1.7,4.0,/,/
CCC(CC)NC(=O)c1cccc([N+](=O)[O-])c1C,i,6,2%,0.08,1382,1.1,i,57,-1,634,6%,6.6,1.8,2.1,-1.7,943
CNC(=O)C(=O)Nc1ccc(C)cc1C,i,20,9%,1.4,1536,1.1,i,44,4,666,0%,1.0,2.0,6.3,-2.8,999
O=[N+]([O-])c1ccc(C=Nc2cccc3ccccc23)s1,i,-4,/,-0.13,1345,0.9,i,67,25,674,30%,2.9,2.9,11,0.2,1481
CN(C)S(=O)(=O)c1ccc(Cl)c(-c2nnc3n2CCCCC3)c1,i,-1,8%,0.42,1077,1,i,50,5,735,8%,2.3,2.2,2.8,0.2,1106
Cc1nc2ccccn2c1C(=O)CSc1ccccc1,i,-2,5%,-0.29,1083,1.1,i,14,0,708,5%,2.1,2.3,2.1,-3.6,1069
Cn1c(CCc2ccccc2)nnc1SCC(=O)N1CCOCC1,i,-1,-3%,/,/,1,i,57,-20,737,-2%,2.1,1.8,6.3,3.9,537
O=C(CSc1nc2ccc(Cl)cc2[nH]1)Nc1ccc2c(c1)CCC2,i,0,22%,0.29,1485,1.1,i,38,-6,650,19%,3.5,3.0,12,-0.1,1058
COn1c(-c2ccccc2)nc2c1CCc1nonc1-2,i,0,4%,-0.39,1525,1.1,i,22,/,/,6%,2.4,1.5,3.3,-3.2,1366
CCOC(=O)CNC(=O)CSc1nnc(-c2ccccc2OC)n1CC,i,13,2%,-0.23,1155,1.1,i,45,/,/,7%,2.8,1.6,6.7,1.4,738
COc1nc(N(C)C)nc(N(OC)S(=O)(=O)c2ccccc2Cl)n1,i,3,1%,0.5,1274,1.1,i,28,/,/,-2%,5.1,2.4,4.1,-2.3,945
CC(Cc1cccnc1)NC(=O)c1ccccc1OC1CCN(S(C)(=O)=O)CC1 (stereo not given),i,15,-5%,0.97,1493,1,i,11,6,751,-4%,5.0,1.5,6.7,0.4,1016
O=C(CN1C(=O)c2ccccc2S1(=O)=O)NCc1cccnc1,i,1,-2%,0.4,1674,1.1,i,9,/,/,-3%,3.8,2.1,6.8,-3.3,970
O=C(Nc1ccccc1N1CCN(C(=O)c2ccccc2)CC1)c1cc(Br)ccc1Cl,i,-4,11%,-0.92,1220,1.1,i,46,/,/,5%,4.0,1.3,1.4,-0.8,1341
CCOC(=O)c1cc2c(=O)n3ccccc3nc2n(CC2CCCO2)c1=NC(C)=O (stereo not given),i,3,-6%,-0.72,879,1.1,i,40,-1,773,6%,1.8,1.6,8.1,-2.5,1172
Cc1nn(-c2cccc(Cl)c2)c2c1C(c1ccncc1)C(C#N)=C(N)O2 (stereo not given),i,-3,-63%,0.73,1175,1.1,i,32,-3,665,-28%,3.3,1.8,6.5,/,/
O=C(O)c1ccc(N2C(=O)c3cccc(Oc4ccc(Cl)cc4)c3C2=O)cc1,i,4,-7%,0.81,1166,1.1,i,60,-2,736,-11%,3.2,1.7,7.8,/,/
Cc1ccccc1NC(=O)NCCc1ccc(Cl)cc1,i,-21,1%,-0.57,1481,1,i,53,-23,668,4%,3.6,1.8,5.1,0.1,1475
Clc1ccc(Cl)c(Oc2ccc(Oc3nc(Cl)ccc3Cl)cc2)n1,i,-3,-10%,-0.73,1021,1.1,i,5,/,/,-8%,1.4,1.8,5.1,/,/
Cc1ccc(C(=O)Nc2ccccc2-c2ccccc2)cc1[N+](=O)[O-],i,-7,-1%,-0.33,1321,1.1,i,36,/,/,0%,0.6,2.1,12,-2.5,1372
COc1ccc(OC)c(/C=N/NC(=O)c2cc3c(OC)c(OC)ccc3[nH]2)c1,i,-1,26%,-0.39,1276,1,i,64,3,656,16%,2.4,2.5,3.5,-1.0,1172
CCN(CC)CCCn1c(C)cc2c(c1=O)C(c1cccc(Cl)c1)C(C#N)=C(N)O2 (stereo not given),i,0,2%,/,/,1,/,/,-3,751,-8%,3.3,2.9,11,-2.4,1218
CN(C)/C=C/C(=O)Oc1ccc(Cl)cc1Cl,i,5,-10%,/,/,1.1,i,42,3,615,-14%,1.6,1.1,4.1,0.5,1550
CCOC(=O)C1CCCN(C(=O)c2ccc([N+](=O)[O-])cc2)C1 (stereo not given),i,4,15%,0.39,1193,1.1,i,33,9,637,12%,2.2,1.9,0.0,0.3,978
O=C(CSc1nc2ccc(Cl)cc2[nH]1)c1cccs1,/,/,/,-0.32,895,/,i,28,15,645,/,/,/,/,0.8,1330
O=C(NCCc1c[nH]c2ccccc12)/C(=C\c1cccnc1)NC(=O)c1ccccc1Br,/,/,/,-1.1,1028,/,i,10,-23,656,/,/,/,/,0.9,1248
